Vc quorum ag: quorum light induction in luxS cqsA deficient V. cholerae; V. cholerae BH1578 lux reporter, luminescence, 6 h; activation, % at 18.7 µM; hit rate 0.16% among 350,000; AID 588436; in the data active = activation mostly above about 9.7%, no sharp cut-off; inconclusive = no clear call, values can overlap the other calls; inactive = mostly below about 3.7%; also: not every result past the cut was called active; inactives centre near 0; reference of the scale not given here
BoNT-A LC inh2: blocks Botulinum neurotoxin A light chain protease; inhibition, % at 10 µM; hit rate 0.17% among 360,000; AID 588499; multiplex microsphere protease substrate cleavage, flow cytometry; also: plate controls were buffer without enzyme for full effect and enzyme alone for no effect
Y pestis TopoI: Y. pestis Topo-I inhibition via cleavage products | Y. pestis Topo-I cleavage product accumulation, plate reader | activity, % at 10 µM | hit rate 0.064% among 360,000; in the data active = activity above about 50%, passing the limit was not always enough; inconclusive = no clear call, values can overlap the other calls; also: inactives centre near 2
PfHsp40 rescue: restores yeast growth despite PfHsp40 toxicity. S. cerevisiae expressing PfHsp40, growth rescue, ATP luminescence. growth rescue, % at 12.5 µM. hit rate 0.68% among 340,000. AID 504582; in the data active = growth rescue above about 28%, passing the limit was not always enough; inconclusive = no clear call, values can overlap the other calls;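 also: yeast W303a lacking pdr1 and pdr3 grown in galactose medium; growth measured after three days at 30 °C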
TcdB inh: blocks C. difficile toxin B glycohydrolase activity. P18177. TcdB glycohydrolase enzymatic assay, plate reader. inhibition, % at 9.99 µM. hit rate 0.24% among 350,000; in the data active = inhibition above about 10%
SARS 3CLpro inh: SARS-CoV 3CLpro protease inhibition. P0C6X7. recombinant SARS-CoV 3CLpro, quenched FRET peptide cleavage. inhibition, % at 6 µM. hit rate 0.14% among 290,000; in the data active = inhibition above about 12%
Anthrax LF inh2: anthrax lethal factor protease inhibition. inhibition, % at 10 µM. multiplex microsphere protease cleavage assay, LF. hit rate 0.12% among 360,000. P15917; also: plate controls were buffer without enzyme for full effect and enzyme alone for no effect
Target sequence (P15917 whole entry, looked up): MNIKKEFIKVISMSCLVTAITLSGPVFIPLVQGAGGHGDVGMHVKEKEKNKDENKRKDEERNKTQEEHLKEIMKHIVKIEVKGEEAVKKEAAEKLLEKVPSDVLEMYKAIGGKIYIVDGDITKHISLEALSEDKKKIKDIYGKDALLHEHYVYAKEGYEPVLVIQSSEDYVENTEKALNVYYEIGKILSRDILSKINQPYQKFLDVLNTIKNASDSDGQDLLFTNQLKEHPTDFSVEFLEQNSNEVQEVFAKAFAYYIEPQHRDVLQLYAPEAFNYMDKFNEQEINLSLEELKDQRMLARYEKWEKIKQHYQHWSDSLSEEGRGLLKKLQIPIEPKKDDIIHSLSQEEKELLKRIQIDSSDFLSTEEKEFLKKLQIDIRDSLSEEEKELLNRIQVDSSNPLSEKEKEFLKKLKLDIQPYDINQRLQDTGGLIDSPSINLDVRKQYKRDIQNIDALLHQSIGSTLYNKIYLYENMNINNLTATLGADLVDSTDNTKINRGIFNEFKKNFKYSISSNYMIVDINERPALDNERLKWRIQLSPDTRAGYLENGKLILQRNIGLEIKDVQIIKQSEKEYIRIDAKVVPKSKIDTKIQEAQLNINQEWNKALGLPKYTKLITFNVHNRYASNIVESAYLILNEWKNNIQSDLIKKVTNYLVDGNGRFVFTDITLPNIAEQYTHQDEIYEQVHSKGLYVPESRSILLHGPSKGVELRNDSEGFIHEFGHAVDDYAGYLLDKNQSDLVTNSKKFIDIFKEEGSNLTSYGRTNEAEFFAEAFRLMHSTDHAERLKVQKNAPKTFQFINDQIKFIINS
SSB-PriA inh: blocks PriA binding to SSB C-terminal tail. inhibition, % at 33 µM. AlphaScreen SSBct-PriA binding, biotinylated peptide. hit rate 0.6% among 430,000; in the data active = inhibition mostly above about 37%, no sharp cut-off; inactive = mostly below about 20%;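 also: plate controls were negative control peptide for no effect and reference peptide for full effect; strong numbers were not always called active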
PrPC TRFRET: cell surface PrPC inhibition, primary TR-FRET screen; P04156; TR-FRET read-out; hit rate 0.43% among 370,000; inhibition, % at 13.8 µM; AID 720596; in the data active = inhibition above about 24%; also: 0% = median of the test wells and 100% = reference compound wells
Numbers without * were called inactive; i = inactive; ? = inconclusive; nt = not tested or not shown; & = joins results of further samples. Rule as the data show it, unless noted: active = inhibition above about 30%; inconclusive = no clear call, values can overlap the other calls; inactive = below that. This is a subset (hit frequency here may not be typical).

SMILES	Vc quorum ag	BoNT-A LC inh2	Y pestis TopoI	PfHsp40 rescue	TcdB inh	SARS 3CLpro inh	Anthrax LF inh2	SSB-PriA inh	PrPC TRFRET
CC1CCN(C(=O)Cn2c(=O)oc3ccccc32)CC1	i	0.9	-7	0.3	nt	-3	0	-10	1
CSc1cccc(NC(=S)Nc2cc(C)ccc2C)c1	i	-15	-1	0.1	0.2	6	-8	-1	2
O=C(Nc1nc(-c2ccccn2)cs1)C1CC1	-0.2	-1.2	-3	-0.3	1.0	-5	-5	104*	-1
Cc1cccc2nc(CSC(=N)N)c(Br)n12	i	-0.4	3	-0.3	-0.9	1	-1	-10	1
CCOc1ccc(CCNC(=O)Cn2c(=O)c3cccn3c3cccnc32)cc1	i	5.3	-7	-0.3	1.3	1	4	-12	-1
Cn1c(=O)c2c(nc(CN3CCN(CCO)CC3)n2CCc2ccccc2)n(C)c1=O	-0.1	-0.3	1	1.7	-0.1	-2	10	-9	-11
CC(=O)C1=C(O)C(=O)N(Cc2cccnc2)C1c1ccc(O)cc1 (stereo not given)	-0.6	3.0	4	0.4	-1.6	-4	-2	-5	4
CCOC(=O)C1CCN(S(=O)(=O)c2cc(C(=O)OC)n(C)c2)CC1	-0.2	0.2	-4	0.0	1.2	1	1	-7	1
Cc1ccc(S(=O)(=O)NCCC(=O)NCCc2ccccc2)cc1	-0.4	nt	3	-1.8	0.0	nt	nt	-9	1
CCC(C(=O)OCC(=O)N1C(C)CCCC1C)c1ccccc1 (stereo not given)	1.9	0.7	0	1.9	0.4	-8	-13	-10	7

Single records (already shown):
CCOc1ccc(CCNC(=O)Cn2c(=O)c3cccn3c3cccnc32)cc1 as listed: Vc quorum ag: i; BoNT-A LC inh2: 5.3; Y pestis TopoI: -7; PfHsp40 rescue: -0.3; TcdB inh: 1.3; SARS 3CLpro inh: 1; Anthrax LF inh2: 4; SSB-PriA inh: -12; PrPC TRFRET: -1
CC(=O)C1=C(O)C(=O)N(Cc2cccnc2)C1c1ccc(O)cc1 (stereo not given) as listed: Vc quorum ag: -0.6; BoNT-A LC inh2: 3.0; Y pestis TopoI: 4; PfHsp40 rescue: 0.4; TcdB inh: -1.6; SARS 3CLpro inh: -4; Anthrax LF inh2: -2; SSB-PriA inh: -5; PrPC TRFRET: 4

Next structures
SMILES	Vc quorum ag	BoNT-A LC inh2	Y pestis TopoI	PfHsp40 rescue	TcdB inh	SARS 3CLpro inh	Anthrax LF inh2	SSB-PriA inh	PrPC TRFRET
COc1cccc(Nc2nnc(SCC(=O)N(CC(C)C)CC(C)C)s2)c1	i	0.3	22	4.0	nt	2	-2	-8	2
Cc1ccc(S(=O)(=O)N2CCCCC2CCNC(=O)C(=O)NCc2ccco2)cc1 (stereo not given)	i	1.7	31	-0.3	-0.7	nt	3	-21	10
CCCCC(=O)Oc1c(S(=O)(=O)c2ccc(C)cc2)c(C)nn1C(C)(C)C	i	2.4	4	8.5	0.6	3	0	-19	-3
CCOc1ccc(C(=O)Nc2nc3ccccc3[nH]2)cc1OCC	-0.2	-0.2	-8	-0.6	-1.5	3	-4	1	21
CSc1ccccc1C(=O)Nc1nc2ccccc2c(=O)[nH]1	-0.4	0.3	0	-0.2	-1.6	-3	-5	-6	6
COC(=O)Cc1ccc(NC(=S)NCc2ccc(OC)cc2)cc1	0.1	0.2	5	1.1	23*	7	6	1	-3
COc1ccc(CC(=O)N2CC(=O)N(CCc3ccccc3)C(=O)C2)cc1	0.4	-0.4	-2	0.9	nt	5	-1	-6	1
CCCCN(C(=O)CSc1nnc(-c2ccccc2OC)n1C)c1c(N)n(Cc2ccccc2)c(=O)[nH]c1=O	-0.2	0.2	10	-0.7	0.3	2	-2	3	8
CC1=C(C(=O)Nc2ccccc2)C(c2ccc(C)o2)n2ncnc2N1 (stereo not given)	i	-0.4	-3	0.8	nt	3	-7	-17	4
COc1ccc(Cn2c(=S)[nH]c3cc(C(=O)N4CCCCC4)ccc3c2=O)cc1	-1.0	2.9	2	0.5	-0.2	-2	-2	-17	-4
Cn1cc(C(=O)N/N=C/c2ccc(Br)c([N+](=O)[O-])c2)c2ccccc21	i	4.4	-2	nt	0.3	1	-13	i	-5
Nc1c(C(=O)O)sc2nc(-c3ccc(F)cc3)cc(-c3ccccc3)c12	i	0.3	-7	-0.3	1.8	2	3	-1	-5
CCN1C/C(=C\c2cc(OC)c(OC)c(OC)c2)C2=NN(c3ccccc3)C(c3cc(OC)c(OC)c(OC)c3)C2C1 (stereo not given)	i	0.1	7	-0.2	0.9	nt	0	-11	3
CSc1ccc(COC(=O)CCS(=O)(=O)c2ccc(C)cc2)cc1	i	0.5	34	0.2	2.2	nt	-4	-31	-5
Cc1[nH]c(-c2ccccn2)nc(=S)c1Cl	-1.6	-0.2	1	11	0.2	3	-2	-2	10
COc1ccc(S(=O)(=O)N2CCC(C(N)=O)CC2)cc1C(=O)N1CCCCCC1	-0.2	3.8	-2	0.0	1.0	4	-8	-4	6
CCN(Cc1ccncc1)S(=O)(=O)c1ccc(C(C)=O)cc1	-2.0	1.4	5	-0.4	nt	-6	0	11	10
COc1ccc2ccccc2c1CNC(=O)CC1C(=O)NCCN1CC(C)C (stereo not given)	-2.3	1.3	1	-0.1	1.3	10	-6	9	-4
CCOC(=O)C1=C(C)NC(C)=C(C(=O)OCC)C1C(=O)OC1CCOC1=O (stereo not given)	i	-0.9&-0.6	-3&6	-0.3&0.5	-1.3	2	-2&-4	-8	0&0
NC(=O)CC(NC(=O)Cc1ccc(Br)cc1)c1ccc(NCCN2CCCC2)c([N+](=O)[O-])c1 (stereo not given)	-0.8	-0.8	-14	-1.1	-6.9	2	-5	-2	-26
O=c1cc(-c2ccccc2)ss1	7.1	-0.4	1	-1.3	-0.3	nt	-6	6	-1
CCOc1ccc(-c2nnc3ccc(SCC(=O)Nc4nc5ccc(C)cc5s4)nn23)cc1	-0.4	0.3	14	-0.5	1.2	-2	-2	10	4
CC(C)N1CCN(Cc2cccn2-c2nccs2)CC1CCO (stereo not given)	i	-0.1	1	-1.3	0.2	-2	-4	1	0
O=C(Cn1ccc2ccccc2c1=O)Nc1ccc2c(c1)OCO2	-0.4	-1.3	0	0.9	nt	3	-2	-11	0
CCCCN1C(=O)C(CC(=O)NCCN2CCOCC2)CC(C(=O)N2CCCCCC2)=C1C (stereo not given)	nt	0.3	nt	nt	1.1	nt	-2	nt	6
CC1Cc2ccccc2N1C(=O)COC(=O)c1ccc([N+](=O)[O-])o1 (stereo not given)	i	-1.8	1	-0.3	0.4	nt	0	9	-26
COc1ccccc1NC(=S)NNC(=O)c1cc(C)n(C)n1	-1.2	0.6	6	4.0	-1.8	-5	4	17	-6
O=c1cc(-c2ccccc2)[nH]n1-c1ccccc1	i	-0.2	-8	-1.3	-0.5	nt	-9	10	-4
Cc1ccc2cccc(S(=O)(=O)N3CCCc4ccccc43)c2n1	-1.2	-0.8	24	0.7	0.1	3	-4	-9	16
COc1ccc(N2CCN(C(=O)c3ccc(NC(=O)C4=CSCCO4)cc3)CC2)cc1	-0.3	-1.4	33	1.2	nt	-4	-2	-8	nt
Cc1ccc(C)c(NC(=O)CSc2ccc(-c3ccco3)nn2)c1	-1.4	-0.9	4	0.3	0.3	-4	-6	6	6
COc1cccc(C(O)c2nc(-c3cccc(F)c3)cs2)c1 (stereo not given)	i	0.0	17	nt	0.0	nt	-4	nt	-2
CCC(=NCCc1c[nH]c2ccccc12)c1c(O)n(-c2ccc(C)cc2)c(=O)[nH]c1=O	-0.4	-0.4	19	2.4	1.0	3	0	9	8
CC(/C=N/NC(=O)Cn1nnc(N)n1)=C\c1ccc(C(C)C)cc1	i	-2.1	-12	0.3	0.7	2	-4	i	-2
COc1cc2ccc(C(C)=O)cc2cc1OC	-1.3	0.1	-5	nt	0.8	nt	4	nt	-4
CC1=C(C(=O)N(C)C)CC(CC(=O)NC2CCCC2)C(=O)N1Cc1ccccc1 (stereo not given)	-0.3	-0.4	0	nt	-0.2	nt	-6	nt	6
COc1cccc(C(=O)Oc2c(CN3CCOCC3)cc(Cl)c3cccnc23)c1	-1.4	1.2	23	0.3	nt	4	-2	26	-12
Cc1ccc(S(=O)(=O)c2nc(C)oc2N2CCOCC2)cc1	i	0.4	12	-0.4	-0.1	2	2	-13	3
CCCCNC(=O)C[C@@H]1C[C@@]2(C(=O)OC)CCCCC=C2N(Cc2ccco2)C1=O	nt	-0.4	nt	nt	-1.2	nt	-1	nt	1
CC(Oc1ccc2c(c1)oc(=O)c1ccccc12)C(=O)NCCN1CCOCC1 (stereo not given)	-0.1	1.2	-1	0.0	0.9	0	-1	-1	-4

Copied from the list.
Anthrax LF inh2 result of O=c1cc(-c2ccccc2)ss1 reads -6
PfHsp40 rescue result of Cn1c(=O)c2c(nc(CN3CCN(CCO)CC3)n2CCc2ccccc2)n(C)c1=O reads 1.7

New compounds follow.
SMILES	Vc quorum ag	BoNT-A LC inh2	Y pestis TopoI	PfHsp40 rescue	TcdB inh	SARS 3CLpro inh	Anthrax LF inh2	SSB-PriA inh	PrPC TRFRET
COn1c(-c2ccccc2)nc2c1CCc1nonc1-2	-0.9	-0.1	1	1.9	nt	-1	-10	-19	nt
CCCn1c(SCC(=O)N2CCN(C(C)=O)CC2)nc2sc3c(c2c1=O)CCC3	3.1	2.6	15	0.3	2.2	0	-1	2	1
Cn1nnnc1SCc1nc2scc(-c3ccccc3)c2c(=O)[nH]1	i	-0.8	-2	-0.3	0.6	1	-5	-1	12
CC(Sc1nc2c(c(=O)n(C)c(=O)n2C)n1Cc1cc2c(cc1Cl)OCO2)C(=O)O (stereo not given)	-0.4	3.2	-2	0.7	nt	-3	7	-5	6
CCN(CC(=O)Nc1ccc(NC(C)=O)cc1)C(=O)CSc1nnc(-c2ccco2)n1CC	i	0.2	-11	0.5	2.6	nt	1	-4	2
CCOC(=O)C(C(=O)Nc1cccc(C)n1)C1CCCCC1 (stereo not given)	-0.6	4.2	16	2.0	nt	-5	7	-9	3
NC(=O)COc1ccc(NC(=O)CC23CC4CC(CC(C4)C2)C3)cc1	i	-2.6	-1	1.3	0.6	1	16	-17	1
CCOC(=O)[C@]12CCCC=C1N(Cc1cccc3ccccc13)C(=O)[C@H](CC(=O)NCc1ccccc1)C2	nt	0.0	nt	nt	3.0	nt	-1	nt	6
CC1(C)CC(=O)c2c(O)cc(OCC(=O)NCCc3ccc(S(N)(=O)=O)cc3)cc2O1	-0.2	-1.0	-6	0.1	1.8	2	-8	4	8
O=c1[nH]cnc(CN2CCCCC2)c1O	-1.6	0.0	-6	-1.4	-0.5	nt	4	-2	0
Cc1cc(C)cc(NC(=O)CN2CCN(C(=O)c3cccs3)CC2)c1	-1.2	0.2	14	-1.7	2.6	nt	0	5	-5
COc1cc(=O)n(C)c2cc(N(C)C)ccc12	i	1.5	2	-1.8	nt	-2	0	-16	4
CNc1snc(C)c1C(=O)OCC(=O)N(C)c1ccccc1	i	0.5	15	-0.9	2.5	nt	-2	-22	-2
O=S(=O)(Cc1ccccc1)N1CCCCCC1	-2.5	0.4	5	0.7	nt	0	0	4	2
COC(=O)c1ccc(C)c(NS(=O)(=O)c2cn(C)nc2C)c1	i	0.4	-4	-0.9	0.2	1	14	-14	-1
COc1cccc(C(=O)N(Cc2cc3cc(C)ccc3[nH]c2=O)C(C)C)c1	-0.3	-0.2	15	-0.5	nt	0	-2	5	-3
COc1ccc(C2CC(=O)c3c(C)nc(N4CCN(c5ccccc5)CC4)nc3C2)cc1 (stereo not given)	-0.2	0.9	0	0.2	nt	6	-3	6	5
CCOC(=O)C1(CCc2ccccc2)CCN(Cc2csc(C(C)=O)c2)CC1	0.0	-1.0	?	0.0	0.8	-1	-5	-8	7
COCCn1c(SCC(=O)Nc2ncc(Cl)c(C)c2Cl)nc2ccccc21	i	-0.3	25	-0.9	nt	0	8	-9	14
S=c1[nH]nc2n1CCCN2	i	?	2	-0.5	1.5	2	-19	0	-3
CCOc1ccc(C(=O)NCC(=O)OCC(=O)Nc2ccc(C)c(S(=O)(=O)N(C)C)c2)cc1	0.0	-1.2	-2	0.3	-0.3	3	4	-19	-7
CCc1ccc[n+](-c2[nH]c(=O)sc2/C=N/N=C(\N)[O-])c1	-0.4	0.2	-4	0.8	0.2	-5	-1	nt	-4
